# DNMT1 block = human DNMT1 methyltransferase inhibitors, primary screen, biochemical, molecular beacon, fluorescence, HinP1I cleavage, uHTS; 360,000 compounds, 0.83% hits; inhibition (reported as % activation of signal), % at 10 µM; DNA (cytosine-5)-methyltransferase 1 (Homo sapiens), P26358; in the data active means inhibition above about 50%
# Rpn11 block = Rpn11 (PSMD14) deubiquitinase inhibitors, primary screen, biochemical, fluorescence polarization, uHTS | 26S proteasome non-ATPase regulatory subunit 14 (Homo sapiens), O00487 | human 26S proteasome, Ub4-pepOG fluorescence polarization; 20S core pre-blocked with epoxomicin | calls only at 20 µM | AID 588493, 2011 | 360,000 compounds, 0.59% hits;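 active means inhibition at 20 µM, scaled to each plate's controls, above about 33%, limit read from the data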
# Scp-1 inhibitor = Scp-1 phosphatase inhibitors, primary screen, biochemical, colorimetric, uHTS; Carboxy-terminal domain RNA polymerase II polypeptide A small phosphatase 1 (Homo …; 340,000 compounds, 0.88% hits; inhibition, % at 20 µM; Recombinant Scp1, phosphopeptide, malachite green phosphate absorbance;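 active means inhibition above about 50% at 20 µM, limit read from the data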;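 further: plate controls were DMSO wells with enzyme for no effect and wells lacking enzyme for full effect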
# Target sequence (Q9GZU7 76-261 limits assumed): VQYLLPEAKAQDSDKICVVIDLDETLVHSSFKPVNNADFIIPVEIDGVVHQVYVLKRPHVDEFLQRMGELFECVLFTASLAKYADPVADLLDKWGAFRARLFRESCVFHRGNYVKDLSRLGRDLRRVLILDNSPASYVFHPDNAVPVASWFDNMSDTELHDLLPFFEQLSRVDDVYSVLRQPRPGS
#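 Material – SCP-1 phosphatase catalytic domain, residues 76-261 · Buffer or medium – Acidic Tris acetate buffer with magnesium and detergent · Also added – Phospho 17-mer peptide substrate · Compound – single 20 µM dose, 1% DMSO · Times – 45 min room-temperature reaction, 5 min colour, 30 min stabiliser · Technique – Phosphate-binding colour reagent, absorbance read at 630 nm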
# NadD inh = inhibitors of S. aureus NadD, primary screen, biochemical, colorimetric, uHTS | purified NadD enzyme, colorimetric absorbance read-out | 360,000 compounds, 0.78% hits | inhibition, % at 20 µM | Nicotinate-nucleotide adenylyltransferase NadD (Staphylococcus aureus N315); in the data active means inhibition above about 26%; further: some compounds past the cut are filed as inactive
# CSN deneddyl inh = inhibitors of CSN-mediated cullin deneddylation, primary screen, biochemical, fluorescence polarization, uHTS. Purified CSN, SCF-Nedd8-OG deneddylation. inhibition, % at 12.5 µM. 360,000 compounds, 0.38% hits;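 active means pattern-corrected inhibition above about 35%, with an unprinted fluorescence ratio check between 0.5 and 1.5, limit read from the data, passing the limit was not always enough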;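 further: 0% = enzyme with substrate and 100% = substrate without enzyme; some results filed as inactive read as strong as hits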
# Target sequence (Q92905 whole entry, looked up, one chain of several): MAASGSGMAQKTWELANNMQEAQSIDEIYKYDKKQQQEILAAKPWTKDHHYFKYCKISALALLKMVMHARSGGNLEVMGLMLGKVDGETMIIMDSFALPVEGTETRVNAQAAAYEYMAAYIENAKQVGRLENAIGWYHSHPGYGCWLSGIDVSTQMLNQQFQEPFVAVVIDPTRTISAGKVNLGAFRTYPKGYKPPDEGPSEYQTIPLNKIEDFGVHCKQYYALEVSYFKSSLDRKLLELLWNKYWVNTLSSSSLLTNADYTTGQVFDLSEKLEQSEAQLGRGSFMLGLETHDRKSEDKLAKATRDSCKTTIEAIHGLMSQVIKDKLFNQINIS
#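 Material: human Csn5 produced in HEK293T cells; Input: enzyme 0.24 nM; Reagent: SCFSkp2-Nedd8OG substrate at 10 nM final; Dosing: 12.5 µM compound; Incubation: 90 min reaction at room temperature; Detection: fluorescence polarization of the substrate; Evaluation: % inhibition of substrate cleavage by Csn5; Control set: substrate-only high control, full reaction low control.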
# STEP block = STEP phosphatase inhibitors, primary screen, biochemical, fluorescence intensity, uHTS; 360,000 compounds, 0.25% hits; Tyrosine-protein phosphatase non-receptor type 5 (Homo sapiens), P54829; inhibition, % at 20 µM; recombinant STEP, OMFP fluorogenic substrate;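 active means inhibition at 20 µM, scaled per plate between control wells, above about 37%, limit read from the data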;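 further: 0% = DMSO with enzyme and substrate and 100% = substrate only without enzyme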
# Target sequence (P54829 whole entry, looked up): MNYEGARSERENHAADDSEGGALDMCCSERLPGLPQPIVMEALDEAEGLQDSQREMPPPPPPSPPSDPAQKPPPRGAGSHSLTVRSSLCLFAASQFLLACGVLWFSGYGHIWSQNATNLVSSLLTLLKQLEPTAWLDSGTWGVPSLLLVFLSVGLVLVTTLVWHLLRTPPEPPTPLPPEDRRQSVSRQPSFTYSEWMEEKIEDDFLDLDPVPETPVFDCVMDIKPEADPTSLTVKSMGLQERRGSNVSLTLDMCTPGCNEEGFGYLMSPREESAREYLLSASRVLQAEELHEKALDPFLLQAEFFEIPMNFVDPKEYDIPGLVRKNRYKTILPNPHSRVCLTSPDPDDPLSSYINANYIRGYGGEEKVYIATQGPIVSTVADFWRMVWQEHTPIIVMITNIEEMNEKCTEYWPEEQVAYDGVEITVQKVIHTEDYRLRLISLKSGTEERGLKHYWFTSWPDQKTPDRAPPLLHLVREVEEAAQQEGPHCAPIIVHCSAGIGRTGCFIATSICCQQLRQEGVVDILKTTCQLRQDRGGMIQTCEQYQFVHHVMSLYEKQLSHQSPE
#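 medium = Bis-Tris buffer pH 6.0, 2.5 mM DTT, 0.005% Tween 20 | test system = STEP (striatal-enriched tyrosine phosphatase) enzyme, cell-free | measure = normalized % inhibition | compound dosing = 20 µM, 1% DMSO | also added = 25 µM OMFP | schedule = reaction 20 min, ambient temperature | measured by = fluorescence read at 480 nm ex / 540 nm em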
# SUMO1 PPI mod = modulators of SUMO1 protein-protein interactions, primary screen, biochemical, uHTS; AID 602429, 2012; 360,000 compounds, 0.33% hits; SUMO1 binding to a labelled peptide, TR-FRET, 1 h; inhibition, % at 20 µM; in the data active means inhibition above about 37%
# Neddyl block = inhibitors of cullin neddylation, primary screen, biochemical, TR-FRET, uHTS, NAE and Ubc12; NEDD8-conjugating enzyme Ubc12 (Homo sapiens) + NEDD8-activating enzyme E1 regulatory …; calls only at 25 µM; 360,000 compounds, 0.58% hits; AID 651699, 2012; in the data active means inhibition above about 36%
# Rin1-Abl PPI inh = inhibitors of Rin1-Abl protein binding, primary screen, biochemical, TR-FRET; Tyrosine-protein kinase ABL1 (Homo sapiens) + Ras and Rab interactor 1 (Homo sapiens), …; 360,000 compounds, 0.4% hits; inhibition, % at 7.35 µM; in the data active means inhibition above about 5%, passing the limit was not always enough
# LMPTP block = LMPTP phosphatase inhibitors, primary screen, biochemical, fluorescence intensity, uHTS. recombinant LMPTP-A, OMFP fluorogenic substrate. inhibition, % at 20 µM. 360,000 compounds, 0.22% hits. AID 651560, 2012;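 active means compounds that cut the enzyme signal by at least half of the control window in the single-dose screen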;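 further: plate controls were DMSO wells with enzyme plus substrate for no effect and substrate without enzyme for full effect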
#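 Test system – LMPTP-A phosphatase enzyme · Quantity – 0.625 nM LMPTP-A final · Reagent – OMFP substrate, 400 µM final · Dosing – one test concentration per compound, 20 µM, with 3% DMSO overall · Timing – 50 min enzyme reaction at room temperature, protected from light · Detection – fluorescence intensity · Controls – substrate-only low control, DMSO enzyme-plus-substrate high control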
# * hit, by the source's call; i = inactive; . = no result given.
smiles,Scp-1 inhibitor,Neddyl block,LMPTP block,Rpn11 block,NadD inh,CSN deneddyl inh,SUMO1 PPI mod,Rin1-Abl PPI inh,DNMT1 block,STEP block
C/C(=N\NC(=O)c1nn(C)c(C)c1Br)c1cccc(NC(=O)c2ccc(F)cc2)c1,-11.7,i,-2.1,i,5.4,-4.8,12.6,-2.7,-0.8,1.8
COc1ccccc1CNc1nc(Nc2ccccc2OC)c2sccc2n1,.,i,8.4,i,-0.2,-0.9,5.7,-4.4,-11.7,-2.3
CCCOC(=O)Nc1cc(OC)c(Cl)cc1OC,-15.9,i,-0.5,i,-3.1,-1.5,0.3,0.1,0.4,-0.3
CCC(CO)NCCNC(CC)CO (centres undefined),-3.8,i,-3.4,i,-2.7,-3.3,-3.4,3.4,3.9,-2.4
NC(=O)CSc1nnc(-c2cccc(S(=O)(=O)N3CCOCC3)c2)n1C1CCCCCC1,-11.9,i,-1.1,i,2.8,0.0,-3.7,-2.1,1.9,-0.3
CC1(C(=O)NS(=O)(=O)c2ccc(Cl)cc2)CCN1C(=O)CCc1cccs1 (centres undefined),.,i,-0.8,i,5.0,4.8,-0.8,0.8,-3.6,-2.7
Cc1nnc(NC(=O)C2(c3ccccc3)CCOCC2)s1,2.6,i,-2.5,i,-1.2,0.7,-1.3,2.6,-0.6,0.3
Cc1ccc(S(=O)(=O)N2CC3(O)CN(C(=O)OC(C)C)N(C(=O)OC(C)C)CC3(OC(=O)NC3CC3)C2)cc1 (centres undefined),.,i,0.1,.,6.4,-5.6,0.3,.,.,.
CCc1ccc(NC(=O)c2cc(C)nn2-c2ccccc2)cc1,-15.4,i,1.3,i,-3.4,-4.3,5.8,0.6,0.4,-2.1
COC(=O)C[C@H]1CC[C@H](NS(=O)(=O)c2cn(C)cn2)[C@@H](CO)O1,.,i,-1.3,.,.,1.2,5.9,.,.,.
CC(=O)c1ccc(-c2nnc(CCC(=O)N(C)Cc3cccc4cnccc34)o2)s1,-6.5,i,-1.5,i,-4.7,7.0,-29.0,-4.0,-1.2,-0.2
CC(CCc1ccc(O)cc1)NCCc1ccc(O)c(O)c1 (centres undefined),-3.8,i,-0.8,i,-3.6,-2.4,-2.5,3.2,-2.4,0.8
CCN1CCN(c2ccc(S(=O)(=O)N3CCCCC3)cc2NC(=O)/C=C/c2cc(OC)ccc2OC)CC1,11.7,.,3.5,i,9.6,-2.6,-23.7,-1.4,-3.1,0.3
Cc1ccc(NC(=O)Nc2c(Cl)cccc2Cl)cn1,-7.7,i,1.3,i,-7.7,-2.0,1.9,-3.4,2.5,1.9
O=C(CSc1ccccc1)Nc1cccc(S(=O)(=O)N2CCCC2)c1,-7.1,i,-1.9,i,0.2,-0.9,-0.9,1.1,4.0,1.2
O=C(COc1ccccc1Br)N1CCN(C(=O)c2ccco2)CC1,4.7,i,1.6,i,-3.7,1.0,2.9,0.3,3.1,-1.5
COc1ccc(Cn2c(=O)sc3ccccc3c2=O)cc1,-13.2,i,3.6,i,-3.3,-2.7,4.5,2.2,-4.8,3.1
O=c1[nH]cnc2ccsc12,-5.2,i,-2.1,i,-1.1,-5.7,0.8,0.0,0.0,-0.4
Cc1cc(Cn2nc(-c3ccccc3C)cc2C(=O)O)on1,-7.7,i,-4.5,i,-7.3,-4.4,13.7,1.0,5.7,-3.5
O=c1oc(/C=C/c2ccccc2)nc2ccccc12,-6.5,i,0.4,i,-1.7,1.8,1.3,2.0,0.7,-2.5
CSc1ccccc1OCc1cc(C(=O)N(C)Cc2nonc2C)no1,-11.8,i,0.7,i,-13.5,-2.8,-2.8,0.0,-1.7,1.7
CCCCn1cc([N+](=O)[O-])nc1C,3.5,i,-2.3,i,-0.6,3.9,-6.3,1.1,5.1,-0.2
CC(=O)c1c(C)[nH]c(C(=O)OCc2cc(-c3ccco3)on2)c1C,-5.2,i,0.0,i,0.9,8.7,6.7,1.5,-6.6,0.0
NC(=O)c1cccc(-c2ccnc3c2CC(C(=O)NCc2cccc(Cl)c2)O3)c1 (centres undefined),.,i,-0.7,i,6.0,-0.7,1.2,2.8,-5.7,-0.6
O=C(Nc1nnc(-c2ccncc2)s1)Nc1ccccc1F,-2.5,i,1.4,i,-2.2,1.3,-4.5,4.7,-1.2,-0.6
Cc1ccc2nc(-c3ccc(NC(=S)NC(=O)C(C)C)cc3)sc2c1,-2.0,i,-0.2,i,4.7,5.9,-6.0,-1.0,-0.2,1.2
CCn1c(=O)c(=O)n(CC)c2cc(S(=O)(=O)Nc3cc(C)ccc3C)ccc21,3.4,i,-0.7,i,0.6,0.6,-3.3,-0.1,2.4,-0.2
COc1ccc(S(=O)(=O)NCCc2csc(-c3cccnc3)n2)cc1,-5.8,i,-2.0,i,-1.6,-3.5,-1.8,-0.5,2.6,2.4
Cn1nc2c(c1C(=O)O)CCCC2,60.4*,i,-0.3,i,2.7,4.3,1.3,-4.5,41.4,-6.1
O=C(CCCn1cnc([N+](=O)[O-])n1)Nc1cccc2ccccc12,30.1,i,-0.7,i,-2.5,0.5,-28.2,-1.4,-13.5,-0.2

# Structural class: the entries above containing a nitro group on carbon.
smiles,Scp-1 inhibitor,Neddyl block,LMPTP block,Rpn11 block,NadD inh,CSN deneddyl inh,SUMO1 PPI mod,Rin1-Abl PPI inh,DNMT1 block,STEP block
CCCCn1cc([N+](=O)[O-])nc1C,3.5,i,-2.3,i,-0.6,3.9,-6.3,1.1,5.1,-0.2
O=C(CCCn1cnc([N+](=O)[O-])n1)Nc1cccc2ccccc12,30.1,i,-0.7,i,-2.5,0.5,-28.2,-1.4,-13.5,-0.2

# Some of the entries above, set out differently.
# Values run as follows: Scp-1 inhibitor | Neddyl block | LMPTP block | Rpn11 block | NadD inh | CSN deneddyl inh | SUMO1 PPI mod | Rin1-Abl PPI inh | DNMT1 block | STEP block
O=C(Nc1nnc(-c2ccncc2)s1)Nc1ccccc1F
 : -2.5 | i | 1.4 | i | -2.2 | 1.3 | -4.5 | 4.7 | -1.2 | -0.6
Cc1ccc2nc(-c3ccc(NC(=S)NC(=O)C(C)C)cc3)sc2c1
 : -2.0 | i | -0.2 | i | 4.7 | 5.9 | -6.0 | -1.0 | -0.2 | 1.2

# The listing continues:
smiles,Scp-1 inhibitor,Neddyl block,LMPTP block,Rpn11 block,NadD inh,CSN deneddyl inh,SUMO1 PPI mod,Rin1-Abl PPI inh,DNMT1 block,STEP block
COC(=O)c1cc(NC(=O)Cc2cccs2)cc(C(=O)OC)c1,75.7*,i,47.5,i,-3.7,13.1,2.6,-1.4,57.8*,21.1
COCCCNC(=O)c1c(NC(=O)c2cccs2)sc2c1CCCC2,-10.4,i,1.4,i,-10.2,-0.3,-0.5,0.3,-0.1,0.4
CC1CC(O)C2C3(C)CCCC2(COC3=O)C12CCC1(CCOC1=O)O2 (centres undefined),.,i,-2.3,i,-1.4,-0.9,1.4,-0.1,4.0,-0.3
Cc1ccc(-c2ocnc2C(=O)Nc2ccccc2C(=O)N2CCCC2)cc1,-5.5,i,0.5,i,-3.2,0.0,7.4,2.4,1.0,0.4
CC(NC(=O)Cc1cccc(C(F)(F)F)c1)c1ccc(F)cc1 (centres undefined),-11.8,i,0.0,i,-5.4,-4.0,-6.2,1.2,6.4,-4.8
COC(=O)NC1(C(F)(F)F)NC(=O)N(C2CCCCC2)C1=O (centres undefined),0.3,i,-1.7,i,-1.4,0.7,-0.8,-0.2,-1.7,-1.6
COc1ccccc1N1CCN(CC(=O)NC(=O)NCc2ccco2)CC1,-8.3,i,-0.1,i,-2.0,-0.8,-2.4,-2.9,-1.1,0.1
COc1ccc(C2NCCCC2c2ccccc2)cc1 (centres undefined),2.2,i,-0.1,i,0.3,-4.0,5.7,2.8,-0.8,-1.4
Cc1ccc(NC2CCCN(C(=O)CN3C(=O)c4ccccc4C3=O)C2)cc1C (centres undefined),-4.8,i,0.7,i,-1.5,3.8,-9.4,9.8*,3.3,2.9
COC(c1ccccc1)c1nnc(CCC(=O)NCCC(C)C)o1 (centres undefined),-5.1,i,-0.6,i,1.6,2.7,3.0,0.4,3.3,-4.3
Cn1c(=O)c(/C=C/c2ccccc2)nc2ccccc21,-5.2,.,0.1,i,-8.7,-5.2,-12.2,-2.3,-7.7,-0.2
Oc1c(C(c2ccccc2)N2CCc3ccccc3C2)sc2ncnn12 (centres undefined),-8.4,i,-1.4,i,-2.4,-3.6,-0.1,-0.7,-5.0,-2.9
Nc1n[nH]c(=S)n1/N=C1/C(=O)Nc2ccccc21,11.3,i,2.1,i,13.6,-6.0,11.3,-5.2,5.2,-1.0
O=c1[nH]cnc2c1cnn2Cc1ccccc1,-4.0,i,-2.7,i,3.3,-0.2,2.6,0.1,-0.9,1.0
COc1ccc(S(=O)(=O)NC(C)C(=O)Nc2ccc3c(c2)OCO3)cc1OC (centres undefined),-9.3,i,0.0,i,-1.7,0.2,-1.5,1.8,-4.5,2.5
CCC(CC)NC(=O)c1cc2c(C)nn(Cc3ccccc3Cl)c2s1,-10.8,i,-0.4,i,-0.6,3.8,-5.2,-1.4,-6.3,-5.1
CCCSc1ccc2nc(-c3ccccc3)cn2c1,4.4,i,2.0,i,-1.3,-5.6,-4.4,-3.1,-1.1,1.5
CCOC(=O)c1sc(NC(=O)Cc2ccc(C)cc2)nc1C,-2.8,i,-1.2,i,-6.2,-5.8,0.5,3.4,-1.1,0.4
CC1CCN(c2ccc([N+](=O)[O-])cc2C(=O)O)CC1,-1.4,i,-0.4,i,-5.8,-7.1,-28.4,-2.4,-2.9,-1.6
CC1CCN(S(=O)(=O)c2ccc(C(C)C)cc2)CC1,3.2,i,2.0,i,-3.2,-4.6,-2.4,1.9,5.0,0.3
O=C(CCn1nnc(-c2cccs2)n1)NC1CCCCC1,-6.6,i,0.7,i,0.0,-1.4,-3.5,1.5,2.9,-1.3
CC1CN(C(=S)Nc2cccc(Cl)c2Cl)CC(C)O1 (centres undefined),-10.7,i,1.8,i,-3.1,2.8,8.2,-0.7,4.1,1.3

# Compound activity as filed in PubChem BioAssay.
